CHT allo act = CHT positive allosteric modulators, primary screen, cell-based, membrane potential dye, choline EC20 | High affinity choline transporter 1 (Homo sapiens), Q9GZV3 | CHT-expressing cells; stronger effect = higher value; LV-AA mutant CHT in HEK293 cells | B-score at 10 µM | 310,000 compounds, 0.49% hits | AID 488977, 2010;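 active = initial fluorescence not abnormally high and integrated response B-score, plate-corrected, over 3 SD above library mean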
Target sequence (Q9GZV3 whole entry, looked up): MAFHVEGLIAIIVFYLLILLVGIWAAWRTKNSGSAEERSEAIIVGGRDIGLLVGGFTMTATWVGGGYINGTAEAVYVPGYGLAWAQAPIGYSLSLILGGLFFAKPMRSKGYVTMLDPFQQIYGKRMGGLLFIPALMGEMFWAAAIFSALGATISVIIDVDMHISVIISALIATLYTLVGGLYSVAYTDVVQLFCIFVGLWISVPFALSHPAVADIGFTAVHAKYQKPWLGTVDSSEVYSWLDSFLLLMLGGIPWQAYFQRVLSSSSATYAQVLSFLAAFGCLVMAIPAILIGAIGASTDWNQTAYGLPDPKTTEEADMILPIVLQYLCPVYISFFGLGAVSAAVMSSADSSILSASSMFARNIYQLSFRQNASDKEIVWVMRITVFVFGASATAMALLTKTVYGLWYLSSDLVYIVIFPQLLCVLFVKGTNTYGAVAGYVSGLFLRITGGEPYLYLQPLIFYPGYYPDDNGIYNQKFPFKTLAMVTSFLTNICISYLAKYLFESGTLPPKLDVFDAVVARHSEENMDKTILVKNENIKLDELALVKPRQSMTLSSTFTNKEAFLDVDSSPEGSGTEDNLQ
CHT block = inhibitors of human choline transporter CHT | High affinity choline transporter 1 (Homo sapiens), Q9GZV3 | 310,000 compounds, 0.86% hits | CHT-expressing cells, membrane potential dye, choline response; stronger effect = lower value | B-score at 10 µM;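 active = B-score over 3 SD under the library average, and starting fluorescence ratio not unusually high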;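 also: choline stimulus applied at its EC90 after an EC20 pre-addition; B-score computed on integrated fluorescence ratio after choline addition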
Starred values were filed as active, the others as inactive; i = inactive.

| structure | CHT block | CHT allo act |
| --- | --- | --- |
| C/C(=N/NC(=O)c1ccoc1C)c1cccc(NC(=O)C(F)(F)F)c1 | i | i |
| COc1ccc2c(c1OC)C(=O)OC2Nc1nc(-c2ccccc2)cs1 (stereo unspecified) | i | i |
| Cc1cc(C)c(C(=O)C2OC(=O)C(C)(C)C(=O)C2(C)C)c(C)c1 (stereo unspecified) | i | i |
| Cc1cc(Cl)ccc1OCC(=O)NCc1ccncc1 | i | i |
| CC(NC(=O)c1ccccc1NS(C)(=O)=O)c1ccccc1 (stereo unspecified) | i | i |
| Cc1c(CC(=O)NCCCCCC(=O)O)c(=O)oc2cc3c(cc12)CCC(C)(C)O3 | i | i |
| CC(=O)c1c(C)oc2c1cc(O)c1ccccc12 | i | i |
| COc1ccccc1CNC(=O)C1(C)Oc2cccnc2NC1=O (stereo unspecified) | i | i |
| CCCc1cc2c(-c3ccccc3)cc(=O)oc2cc1OCc1ccc(C(=O)O)o1 | i | i |
| O=C(CCCN1C(=O)/C(=C/c2ccco2)SC1=S)Nc1ccccc1C(=O)O | i | i |
| CCCn1nc(NC(=O)c2cccs2)c2cc3ccccc3nc21 | i | i |
| CCn1c(CSc2nc3ccccc3[nH]2)n[nH]c1=S | i | i |
| CC(C)CNC(=O)COc1ccc2c3c(c(=O)oc2c1)CCC3 | i | i |
| Cc1ccc(-c2cc(Cc3ccc(F)cc3)c(=O)[nH]n2)cc1 | i | i |
| Cc1ccc(Nc2ncnc(N)n2)cc1 | i | i |
| Nc1nc(-c2ccccc2)[nH]c(=O)c1N=O | i | i |
| CN1CCN(c2ccc([N+](=O)[O-])cc2NC(=O)c2cccs2)CC1 | i | 6.6* |
| NC(=O)C1=C[C@@H](c2ccc(Br)cc2)C[C@@H](OCCCCO)O1 | i | i |
| c1ccc2[nH]c3cc4ncnc4cc3nc2c1 | i | i |
| COc1cc(C(=O)NCC(=O)OCn2nnc3ccccc3c2=O)cc(OC)c1OC | i | i |
| Cc1cc(N)ccc1NC(=O)CN1CCCC1 | i | i |
| COC(=O)C1CCN(c2c([N+](=O)[O-])cc(C(F)(F)F)cc2[N+](=O)[O-])CC1 | i | i |
| O=C(c1cccc(N2CCNC2=O)c1)N1CCCC(Nc2cccc(F)c2)C1 (stereo unspecified) | i | i |
| O=C1CCCC2=C1C(c1ccc(O)c(Br)c1)C1=C(CCCC1=O)N2c1ccccc1 | i | i |
| CC(=O)N1CCc2ccc(S(=O)(=O)Nc3ccccc3Cl)cc21 | i | i |
| CN(C)c1ccc(/C=N\NC(=O)CC#N)cc1 | i | i |
| CC(=O)Nc1c(-c2ccc(Cl)cc2)c(=O)c2ccccc2n1C | i | i |
| Cc1cc(C)nc(Nc2ccc(Cl)cc2C)n1 | i | i |
| CCOC(=O)C1(Cc2cccc(Cl)c2)CCCN(C(=O)c2ccoc2C)C1 (stereo unspecified) | i | i |
| CCC(N)C12CC3CC(CC(O)(C3)C1)C2 (stereo unspecified) | i | i |
| N#C/C(=C\c1cccnc1)C(=O)Nc1cccc2ccccc12 | i | i |
| CC1(C)Cc2c(c(-c3ccco3)[nH]c(=O)c2C#N)CO1 | i | i |
| CCn1c(=O)cc(OCC(=O)NCc2ccco2)c2ccccc21 | i | i |
| CC(=O)c1ccccc1C(=O)NCc1cccnc1 | i | i |
| CSc1cccc(NC(=O)CN(C)S(=O)(=O)c2cnc[nH]2)c1 | i | i |
| Cc1cc(C)cc(NC(=O)NCC(O)COc2ccc([N+](=O)[O-])cc2)c1 (stereo unspecified) | i | i |
| CCOC(=O)c1[nH]c2ccc(F)cc2c1NC(=O)CCN1CCOCC1 | i | i |
| O=C(CN1C2CCCC1CC(NC(=O)C1CCCCC1)C2)Nc1ccccc1 (stereo unspecified) | i | i |
| CCc1ccc(-n2nc3cc(C)c(N)cc3n2)cc1 | i | i |
| CCOc1ccc(C(C)NC(=S)NC2CCCCC2)cc1 (stereo unspecified) | i | i |
| CCN1CCN(CCCNc2ncnc3nc[nH]c23)CC1 | i | i |
| COc1cc2[nH]c(=O)n(Cc3ccc(C(=O)NCCCN4CCC(C)CC4)cc3)c(=O)c2cc1OC | i | i |
| O=C(c1c[nH]c2ccc(F)cc2c1=O)N1CCCCCC1 | i | i |
| Cc1ccc(NC(=O)[C@H](Cc2ccccc2)NC(=O)C2CCNCC2)cc1 | i | i |
| CCc1nnc(NC(=O)CSc2nnc(C3CCCCC3)n2-c2ccccc2)s1 | i | i |
| CC(C)(C)c1ccc(N2C(=N)SCC2=O)cc1 | i | i |
| Cn1c(CNC(=O)CNC(=O)Cc2ccc(F)cc2)cc(=O)n(C)c1=O | i | i |
| CC(C)C[C@H]1CN=C(Nc2ccccc2)N1CC(C)C | i | i |
| COc1ccc2c(c1O)-c1ccccc1CCN(C)C2 | i | i |
| COc1ccc(NC(=O)NC23CC4(C)CC(C)(CC(C)(C4)C2)C3)cc1 | i | i |
| O=C(Nc1ccc(N2CCOCC2)cc1)c1cc2ccccc2o1 | i | i |
| Cc1c(Cl)cccc1NC(=S)/C(=C(\[O-])c1ccc(Cl)s1)[n+]1ccccc1 | i | i |
| CCOC(=O)c1c(N2C(=O)C3CC(C)=C(C)CC3C2=O)sc(C)c1C (stereo unspecified) | i | i |
| CCn1c(-c2cccnc2Cl)nc2cc(C)c(C)cc21 | i | i |
| CS(=O)(=O)N1CCN(c2ccc([N+](=O)[O-])c3cccnc23)CC1 | i | i |
| CC(C)CCNC(=O)C1CC2Cn3c(nc4cc(Cl)c(Cl)cc43)C2N1C (stereo unspecified) | i | i |
| CCC(C)NC(=O)c1cn(-c2cccc(OC)c2)c(=O)c2ccccc12 (stereo unspecified) | i | i |
| CCCc1nc2c(c(=O)c3ccccc3n2C)c(=O)n1C1CCCCCC1 | i | i |
| COc1ccc(NC(=O)CC2C(=O)N(C)C(=S)N2Cc2cccs2)cc1 (stereo unspecified) | i | i |
| CN(C)S(=O)(=O)c1cccc(NC(=O)COC(=O)COc2ccc(Br)cc2)c1 | i | i |

Going on with the list:
| structure | CHT block | CHT allo act |
| --- | --- | --- |
| O=C(Nc1ccc(F)cc1)N(CCCN1CCOCC1)Cc1cc2cc3c(cc2[nH]c1=O)OCO3 | i | i |
| NS(=O)(=O)c1ccc(NC(=S)Nc2nn(Cc3ccc(Cl)cc3Cl)cc2Cl)cc1 | i | i |
| Cc1c(NC(=O)C(C)OC(=O)c2nc(Cl)ccc2Cl)c(=O)n(-c2ccccc2)n1C (stereo unspecified) | i | i |
| COc1ccc(Nc2nc(-c3sc(C)nc3C)cs2)cc1 | i | i |
| CCOc1ccccc1N1CCN(C(=O)c2c(CC)noc2C)CC1 | i | i |
| O=C(NC1C2CC3CC(C2)CC1C3)C1CCCCC1 (stereo unspecified) | i | i |
| COC(=O)c1nc2cc3c(cc2c(C)c1C(=O)OC)OCO3 | i | i |
| CN(C)CCN(C(=O)/C=C/c1cccs1)c1nc2c(F)cc(F)cc2s1 | i | i |
| CC(C)(C)C(=O)Nc1ccc(NC(=O)C(C)(C)C)cc1 | i | i |
| COc1ccc(NC(=S)Nc2cccc(C)n2)cc1 | i | i |
| CC1=CCC(C(C)(C)NC(=O)c2ccccc2)C/C1=N\O (stereo unspecified) | i | i |
| Clc1ccc(C2=NNC(=NCc3ccccc3)SC2)cc1 | i | i |
| CC(=O)N(C)C1(c2nnnn2CCOC(=O)Nc2ccc(Cl)cc2)CCCCC1 | i | i |
| CC1CCCCN1C(=O)CN1CCC(c2nc3ccc(Cl)cc3[nH]2)CC1 (stereo unspecified) | i | i |
| CCN(CCCNC(=O)C1CCN(S(=O)(=O)CC)CC1)c1ccccc1 | i | i |
| CSc1ccccc1NC(=O)CN(C)Cc1ccc(Br)cc1 | i | i |
| COc1ccc(S(=O)(=O)Nc2ccc(F)cc2F)cc1C(=O)N1CCOCC1 | i | i |
| COc1ccccc1CN1CC(C(=O)N2CCN(c3ccc(F)cc3)CC2)CC1=O (stereo unspecified) | i | i |
| CC(NC(=O)Cc1ccsc1)c1ccc(Cl)cc1Cl (stereo unspecified) | i | i |
| COC(=O)C(CO)NC(=O)C1CCCN1C(=O)CNC(=O)OCc1ccccc1 (stereo unspecified) | i | i |
| Cc1cc(NC(=O)c2ccccc2F)nc2c1c(=O)oc1ccccc12 | i | i |
| COc1ccc(C)cc1S(=O)(=O)Nc1cc(Cl)ccc1Cl | i | i |
| COc1cccc(CN2CCN(Cc3cccc(Oc4ccccc4)c3)CC2)c1OC | i | i |
| COc1ccc(NC(=O)C2C3C=CC4(O3)C2C(=O)N(CCN2CCCCC2C)C4C(=O)NC2CCCCC2)cc1 (stereo unspecified) | i | i |
| Cc1ccc(NC(=S)N2CCN(C3CCCCC3)CC2)cc1 | i | i |
| Cc1ccc(Cl)cc1N(CC(=O)N1CCOCC1)S(C)(=O)=O | i | i |
| CCN(CC)C(=O)CSC1=C(C#N)C(c2ccco2)C(C(=O)OCCOC)=C(C)N1 (stereo unspecified) | i | i |
| Cc1ccc(C(=O)Nc2ccc3c(c2)OCCO3)c(C)c1 | i | i |
| COc1ccc(OC)c(C2C(C(=O)c3ccc(C)o3)=C(O)C(=O)N2CCCN2CCOCC2)c1 (stereo unspecified) | i | i |
| Cc1ccccc1NC(=O)CCC(=O)OCC(=O)c1ccc(-c2ccccc2)cc1 | i | i |
| Cc1ccccc1OCc1nnc(SCC(=O)O)n1-c1ccccc1 | i | i |
| CCN(CC)C(=O)CSc1nnc(-c2c[nH]c3ccccc23)o1 | i | i |
| Cc1nnc(SCC(=O)N2c3ccccc3Sc3ccccc32)n1N | i | i |
| CCOc1ccc(N2C(=O)c3cccnc3C2Nc2ccc(OC)cc2)cc1 (stereo unspecified) | i | i |
| Cc1cc(Cl)ccc1OCC(=O)Nc1nc(-c2cccs2)cs1 | i | i |
| CCN(CC)c1ccc2nc3c4ccccc4c(=O)cc-3oc2c1 | i | i |
| ClC(Cl)(Cl)c1nc(N/N=C/c2ccncc2)c2ccccc2n1 | i | i |
| CN(C)c1cccc(NC(=O)c2ccco2)c1 | i | i |
| COC(=O)Cc1c(C(=O)OC)nnn1-c1ccc(OC)cc1 | i | i |
| CC(=O)c1sc2nc(=O)c(C)nn2c1C | i | i |
| O=c1[nH][nH]c(-c2ccccc2)c1C=Nc1ccc(OC(F)(F)F)cc1 | i | i |
| Cc1nn(-c2cccc(Cl)c2)c2c1C(c1cccnc1)C(C#N)=C(N)O2 (stereo unspecified) | i | i |
| NC(=S)NNC(=O)Nc1cccc(Cl)c1 | i | i |
| CCCC(=O)N1CCN(c2ccc([N+](=O)[O-])c(NC(C)c3ccccc3)c2)CC1 (stereo unspecified) | i | i |
| CCOc1ccccc1NC(=O)CSc1nc(=O)n(CCN2CCOCC2)c2c1CCCC2 | i | i |
| Cc1cc(C)c(S(=O)(=O)Cc2ccc(Cl)cc2)c(=O)[nH]1 | i | i |
| CCOC(=O)c1sc(=NC(=O)C2CC2)n(C)c1C | i | i |
| Cc1cccc(-n2c(C)nc3sccc3c2=O)c1 | i | i |
| O=C(N=C1SC2CS(=O)(=O)CC2N1Cc1ccccc1Cl)C1CC1 (stereo unspecified) | i | i |
| CCOC(=O)c1sc(NC(=O)CSc2nccn2C)nc1C | i | i |
| Cn1nnnc1SCC(=O)NC1CCCC1 | i | i |
| OCCN1CN=C(Nc2nc3ccccc3o2)NC1 | i | i |
| C=CCC1CCCC(=O)N2CC[C@H](O)C12 (stereo partly specified) | i | i |
| O=C(COC(=O)C12CC3CC(CC(Br)(C3)C1)C2)Nc1cccnc1Cl | i | i |
| COc1ccc(Cl)cc1NS(=O)(=O)c1cccc(C(=O)NCCCN2CCCC2=O)c1 | i | i |
| COc1ccc(CCNC(=O)Cn2c(=O)oc3ccccc32)cc1OC | i | i |
| COc1ccc(OCCn2c(=N)n(CCO)c3ccccc32)cc1 | i | i |
| C=CCOc1c(Cl)cc(CNc2ccc(N(C)C)cc2)cc1OC | i | i |
| COc1ccc(C2=NN(CC(=O)NCc3ccco3)C(=O)CC2)cc1 | i | i |
| CC(=O)c1c(N2CCN(c3ccccc3)CC2)nc(=S)n(-c2ccccc2)c1C | i | i |

The listing continues.
| structure | CHT block | CHT allo act |
| --- | --- | --- |
| Cc1cc(C(=O)NCCc2ccc(Cl)cc2)c(C)o1 | i | i |
| CCn1cnc2cc(NS(=O)(=O)c3ccc(C)cc3)ccc21 | i | i |
| c1ccc(-c2ccccc2OCCCCN2CCCCC2)cc1 | i | i |
| COc1ccc(C2OC34CCCCC3C(C#N)(C#N)C2(C#N)C(=N)O4)cc1 (stereo unspecified) | i | i |
| CC1=NN(c2ccccc2)C(=O)/C1=C\C=C1/N(C)c2ccccc2C1(C)C | i | i |
| CC(C)C[C@H]1CNC(=O)C(=O)N1C[C@H](C)NC(=O)Cc1ccccc1 | i | i |
| Cc1c(C)c2cc(Cl)c(OCC(=O)N3CCN(c4ccc(F)cc4)CC3)cc2oc1=O | i | i |
| N=c1oc2ccc(Cl)cc2cc1C(=O)Nc1ccc(F)cc1 | i | i |
| Cn1c(N)c(C(=O)COC(=O)CC(NC(=O)c2ccccc2Cl)c2ccccc2)c(=O)n(C)c1=O (stereo unspecified) | i | i |

Assay outcomes deposited in PubChem BioAssay by Johns Hopkins Ion Channel Center.

The order is random; any-hit rate near 1.5%.
